Screens deposited in PubChem by National Center for Advancing Translational Sciences (NCATS).
Pf growth 96h = P. falciparum growth inhibition at 96 hours. Potency, µM (doses to about 28.7 µM), for inactives: at the highest dose activity change, negative = inhibition, most hits filed as inhibitors. 6.9% of 320,000 active. P. falciparum luciferase reporter growth, 96 h. AID 504834; note: potency is the fitted concentration of half-maximal effect; % is set by controls: 0 for no effect and ±100 for the full control effect
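P. falciparum expressing integrated firefly luciferase, in erythrocytes at 2% hematocrit, 0.05% parasitemia, incubated with compounds 96 h at 37 C, 5% CO2. Growth inhibition read as loss of luminescence; two-generation exposure targets delayed-death apicoplast inhibitors.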
LmPK inhibitor = blocks Leishmania mexicana pyruvate kinase activity; Potency, µM (doses to about 57.5 µM), inactives show top-dose activity change, negative = inhibition, actives largely listed as inhibitors; AID 1721; Q27686; purified LmPK, Kinase-Glo ATP luminescence, 1 h; 0.37% of 290,000 active; note: potency is the fitted concentration of half-maximal effect; % is set by controls: 0 for no effect and ±100 for the full control effect
Target sequence (Q27686 whole entry, looked up): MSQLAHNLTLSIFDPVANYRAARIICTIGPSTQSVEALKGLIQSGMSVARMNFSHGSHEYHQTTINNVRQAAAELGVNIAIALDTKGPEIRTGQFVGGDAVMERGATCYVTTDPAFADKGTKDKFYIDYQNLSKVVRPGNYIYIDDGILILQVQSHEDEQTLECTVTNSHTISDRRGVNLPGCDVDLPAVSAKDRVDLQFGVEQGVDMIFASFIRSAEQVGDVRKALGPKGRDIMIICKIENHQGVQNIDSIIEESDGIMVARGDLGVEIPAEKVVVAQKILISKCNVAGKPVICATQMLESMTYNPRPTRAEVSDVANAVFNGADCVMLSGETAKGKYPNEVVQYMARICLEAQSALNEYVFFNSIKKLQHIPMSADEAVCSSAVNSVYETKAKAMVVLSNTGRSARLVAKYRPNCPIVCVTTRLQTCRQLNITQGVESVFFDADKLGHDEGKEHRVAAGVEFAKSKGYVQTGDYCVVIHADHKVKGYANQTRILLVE
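Purified LmPK (0.1 nM) converted ADP (0.1 mM) to ATP with PEP (0.5 mM) in imidazole buffer pH 7.2 with KCl and MgCl2, 1 h at room temperature. ATP was read by Kinase-Glo luminescence; data normalized to uninhibited and no-enzyme controls.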
Shiga toxin inh = blocks Shiga toxin action in Vero cells | Vero cells, Shiga toxin protein synthesis inhibition reporter | inhibition, % at 38.7 µM | 9.2% of 290,000 active; in the data active = inhibition mostly above about 28%, no sharp cut-off; inactive = mostly below about 43%; note: 0% is about no effect
CHX counter = counter-screen hit for Shiga toxin inhibitors, cycloheximide | max response, % | AID 2314 | cell reporter, cycloheximide protein synthesis inhibition counterscreen | 12% of 300,000 active; in the data active = max response mostly above about 13%, no sharp cut-off; inactive = mostly below about 14%; note: read at 38.3 µM for the half of the compounds with a filed dose; 0% is about no effect
AMA1-RON2 inh = AMA1-RON2 (P. falciparum) interaction inhibition | 0.2% of 360,000 active | AID 720542 | AlphaScreen AMA1-biotinylated RON2 peptide binding | Potency, µM (top dose mostly 58.2 µM), inactives show at the top dose activity change, negative = inhibition, hits mostly inhibitors;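 note: potency is the fitted concentration of half-maximal effect; 0% = vehicle wells and -100% = peptide control; nearly all actives have a fitted effect of over 45% in size; some results filed as inactive show a strong effect at the top dose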
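AMA1 (3D7) with his tag at 25 nM final met compounds first, then biotinylated RON2 peptide at 25 nM; detection used donor plus acceptor beads, 10 µg/mL apiece, read by AlphaScreen after 30 min at room temperature.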
Tb PYK inh = blocks Trypanosoma brucei pyruvate kinase; Q57TT1; TbPYK enzyme, Kinase-Glo Plus ATP luminescence, 45 min; Potency, µM (doses to about 76.8 µM), for inactives: top-dose activity, negative = inhibition, most hits filed as inhibitors; 0.12% of 410,000 active; AID 624173; note: potency is the fitted concentration of half-maximal effect; % is set by controls: 0 for no effect and ±100 for the full control effect; nearly all actives have a fitted effect of over 50% in size
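Luminescent Kinase-Glo Plus end-point after 45 min room-temperature reaction of T. brucei pyruvate kinase started with 130 uM ADP (final). Buffer TEA 50 mM pH 7.2 with KCl, MgCl2, BSA, Tween-20; titration-based qHTS with fitted concentration-effect curves.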
Pf growth 48h = P. falciparum growth inhibition at 48 hours (one generation) | 5.9% of 310,000 active | P. falciparum luciferase growth in erythrocytes, 48 h | AID 504832 | Potency, µM (doses to about 28.7 µM), without a hit: top-dose activity change, negative = inhibition, actives largely listed as inhibitors; note: potency is the fitted concentration of half-maximal effect; % is set by controls: 0 for no effect and ±100 for the full control effect
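Here the parasites carry a stable luciferase gene and grow inside erythrocytes in Albumax-based RPMI medium with compound for one erythrocytic cycle. Activity is scored as loss of luminescent signal.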
Numbers without * were called inactive; ? = inconclusive; · = not tested or not shown; [ ] = remark or other dose. Unless noted, calls come from the whole dose curve; as a rule, active = well fitted curve in the direction sought with a large enough effect; inconclusive = small, poorly fitted or top-dose-only effect, or another doubt; inactive = no such curve, though single readings can be large; an effect the other way counts as inactive or inconclusive.

Below each SMILES: CHX counter	AMA1-RON2 inh	LmPK inhibitor	Shiga toxin inh	Pf growth 48h	Tb PYK inh	Pf growth 96h
> COc1cc(CC2(CCc3ccncc3)C(=O)NC(=O)NC2=O)cc(OC)c1OC
    -4	-2%	-2%	-3	6%	-5%	11%
> Cc1cccc(NC(=S)NNC(=O)c2ccc(O)cc2O)c1C
    20*	6%	1%	35*	?	8%	35%[activator]
> N#Cc1cccc(C(c2nnnn2C2CCCC2)N2CCCCCC2)c1 (centres undefined)
    0	22%	3%	14	?	4%	12µM*
> COc1ccccc1C1CC(c2ccc(NS(C)(=O)=O)cc2)=NN1C(=O)c1ccccc1 (centres undefined)
    8	-1%	-3%	9	2.1µM*	5%	?
> O=C(OC(C(=O)NCc1ccc(F)cc1)c1ccccc1)c1ccco1 (centres undefined)
    -2	3%	-9%	-5	29%	3%	1%
> C/C(=N\NC(=O)C1COc2ccccc2O1)c1ccc(Cl)s1 (centres undefined)
    6	7%	5%	8	?	-1%	?
> CCOC(=O)C1=C(COC(=O)/C=C/c2ccccc2Cl)NC(=O)NC1C (centres undefined)
    49*	-8%	-9%	56*	11%	-1%	10%
> O=C(c1cccc(N2C(=O)c3ccccc3C2=O)c1)N1CCCC(C(F)(F)F)C1 (centres undefined)
    ·	25%	·	·	-5%	-6%	4%
> O=C(C1CCN(S(=O)(=O)N2CCCC2)CC1)N1CCCCC1
    -7	5%	3%	-8	25%	-10%	·
> COc1ccccc1CCNC(=O)Cn1ccc2cc(S(=O)(=O)N3CCC(C)CC3)ccc21
    -1	-1%	-1%	-6	-20%	9%	17%
> Cc1cc(Oc2ccc(C(F)(F)F)cc2[N+](=O)[O-])c2c3c(c(=O)oc2c1)CCCC3
    -6	-6%	4%	-12	?	1%	?
> CC(C)=C1C2CCC1C1C(=O)N(CCc3ccccc3)C(=O)C21 (centres undefined)
    -3	26%	-4%	-7	-10%	-5%	?
> Cc1ccccc1NC(=S)NC(=O)C1CCCCC1
    19*	50%[activator]	-8%	45	?	-8%	72%[activator]
> CC(=O)n1nc(-c2cccnc2)nc1NCc1cccs1
    -1	-7%	1%	-17	-9%	5%	?
> Cn1c(=O)[nH]c(=O)c2c1nc(NCc1ccccc1)n2CCCc1ccccc1
    17	-2%	2%	-10	-14%	0%	?
> N#CC1=C(N)Oc2n[nH]c(-c3cccs3)c2C1c1ccsc1 (centres undefined)
    -3	18%	2%	-6	-7%	-15%	·
> O=c1cc(Cc2ccccc2)[nH]c(=S)[nH]1
    -7	20%	-1%	-12	3%	3%	-17%
> Cc1ccc(NS(=O)(=O)c2cc(C(=O)Nc3cccc(N(C)S(C)(=O)=O)c3)ccc2C)c(C)c1
    -1	-9%	0%	2	-15%	4%	?
> CCC(=O)NC1(C(F)(F)F)C(=O)Nc2c1c(=O)[nH]c(=O)n2Cc1ccco1 (centres undefined)
    -2	4%	1%	-4	·	-5%	15%
> O=C(c1cc(Cl)nc2ccccc12)N1CCN(S(=O)(=O)c2cccc(C(F)(F)F)c2)CC1
    ·	-8%	·	·	?	-4%	?

(cont.)
Below each SMILES: CHX counter	AMA1-RON2 inh	LmPK inhibitor	Shiga toxin inh	Pf growth 48h	Tb PYK inh	Pf growth 96h
> COc1ccc(NC(=O)c2sc3nc(-c4cccnc4)ccc3c2N)cc1
    -2	10%	-1%	18	-1%	-7%	-6%
> O=C(CC1C(=O)NCCN1Cc1ccccc1C(F)(F)F)NC1CCCC1 (centres undefined)
    -1	-2%	-4%	6	30%	-6%	-30%
> Cc1cccc(NC(=O)COC(=O)c2ccccc2SCC(=O)N2CCCC2)c1
    11	6%	-21%	29	25%	-5%	30%[activator]
> COc1ccc(OC)c(-c2nc(CN3CCCCC3c3cccnc3)c(C)o2)c1 (centres undefined)
    2	15%	-1%	-7	?	-7%	-26%
> O=C(O)c1cc(NS(=O)(=O)c2ccc(NCc3ccccc3)c([N+](=O)[O-])c2)cc(C(=O)O)c1
    -2	-6%	16%	-5	3%	6%	12%
> COc1ccccc1NC(=O)COC(=O)c1ccccc1SCC(=O)N1CCCC1
    ·	9%	·	·	5%	-2%	?
> OCCCCNCc1cc(Br)ccc1OCc1ccccc1
    -4	-2%	-3%	14	-43%[1.15 µM]	0%	-6%
> CCCn1c(SCC(=O)N2CCN(c3ccccc3)CC2)nc2ccccc2c1=O
    -2	-6%	1%	6	-4%	4%	?
> Cc1c(C)c2ccc(OCc3ccc(C(=O)O)o3)c(C)c2oc1=O
    32*	29%	14%	58*	134%[activator]	3%	·
> COc1ccc(Cc2nc3ccc(S(N)(=O)=O)cc3[nH]2)cc1OC
    12	-1%	-4%	6	2%	-7%	63%[activator]
> CCN1C(=O)N/C(=C/c2cc(C)n(Cc3ccccc3)c2C)C1=O
    27*	-8%	-1%	37*	?	6%	?
> COc1ccc(C(=O)NC2=NCCS2)cc1
    73*	1%	-23%	68*	222%[activator]	-1%	106%[activator]
> CCOc1cc(C2NC(=O)CCC2[N+](=O)[O-])cc(Br)c1OCC (centres undefined)
    -2	-16%	1%	-6	-28%[0.00184 µM]	-5%	3%
> CCCCN1C2CCCC1CC(NC(=O)c1cccc(OC)c1)C2 (centres undefined)
    -4	-4%	2%	·	?	-2%	?
> COc1cc(NC(=O)COc2ccc(F)cc2)nc(OC)n1
    0	1%	7%	7	12%	-4%	13µM*
> CCCn1c(=O)n(C)c(=O)c2c(SC(C)C(=O)NCC3CCCO3)nc(CC(C)C)nc21 (centres undefined)
    ·	0%	·	·	?	2%	?
> Cc1ccc(NS(=O)(=O)c2ccc3c(c2)N(C)CCO3)cc1
    10	-2%	9%	-4	-11%	-4%	?
> CN(C(=O)c1ccc2nccnc2c1)C1CCCCC1
    12	-6%	-2%	43	46%[activator]	1%	-18%
> Cc1cc(C)c2c(n1)nn1c(NCCCN(C)C)cc(C)nc21
    -3	8%	-6%	-7	-5%	-7%	?
> COc1ccc(/C(C)=N/Nc2nc3ccccc3nc2C)cc1
    45*	19%	-10%	76*	32%[activator]	1%	-19%

(continued)
Below each SMILES: CHX counter	AMA1-RON2 inh	LmPK inhibitor	Shiga toxin inh	Pf growth 48h	Tb PYK inh	Pf growth 96h
> CCN(CC(=O)Nc1c(F)cccc1F)C(=O)c1ccc(C2SCCS2)cc1
    ·	1%	·	·	?	-5%	-1%
> COc1ccc(-n2c(O)c(C(C)=NCc3ccco3)c(=O)[nH]c2=O)cc1
    4	0%	0%	-8	-3%	0%	?
> COc1ccc(CNC(=O)C2=C(C)C(=O)OC23CCC(C)CC3)cc1 (centres undefined)
    -5	1%	13%	-5	·	1%	?
> CCOC(=O)C(O)(c1ccc(N)c(OC)c1)C(F)(F)F (centres undefined)
    -1	1%	5%	-17	0%	-5%	2.6µM*
> O=[N+]([O-])/C=C1\CCCCCN1
    -2	6%	-1%	6	37%[activator]	3%	86%[activator]
> CC1=NN(c2ccc(C(=O)OC(C)C)cc2)C(=O)/C1=C\C=C\c1ccco1
    3	0%	4%	12	2.9µM*	0%	?
> C/C(=N/O)c1c(O)c(C)c(-c2ccccc2)n(-c2ccccc2)c1=O
    -4	79%[activator]	0%	10	-6%	-10%	-3%
> CCN(C(=O)Cn1cnc2c1c(=O)n(C)c(=O)n2C)C1CCCCC1
    ·	20%	·	·	65%[activator]	-2%	57%[activator]
> CCOc1ncccc1C(=O)N(CC)CC(=O)Nc1ccc(NC(C)=O)cc1
    -1	-1%	1%	14	7%	-9%	6%
> CN1CCc2c(sc(N)c2C(=O)c2ccc(Cl)cc2)C1
    6	1%	8%	8	?	-7%	4.7µM*
> COc1ccc(C2=NN(C(=O)CSc3ncccn3)C(c3ccc(C)cc3)C2)cc1 (centres undefined)
    -1	-20%	0%	-6	?	29%	?
> Cc1nc(CC(C)C)cc(C(=O)N2CCCC(Nc3ccc(C)c(C)c3)C2)n1 (centres undefined)
    -2	8%	-13%	-5	-7%	-5%	?
> O=C1CCC(C(=O)Nc2cccc(Oc3ccccc3)c2)=NN1
    15*	-5%	3%	16	-15%	0%	?
> Cc1cccc(OCC(=O)N(Cc2ccco2)c2c(N)n(Cc3ccccc3)c(=O)[nH]c2=O)c1
    ·	0%	·	·	?	-5%	?
> c1ccc(CO/N=C(\c2ccc(C3CC3)nc2)C2CC2)cc1
    2	54%[activator]	9%	22	0%	7%	?

13 consecutive records already listed, for reference:
Below each SMILES: CHX counter	AMA1-RON2 inh	LmPK inhibitor	Shiga toxin inh	Pf growth 48h	Tb PYK inh	Pf growth 96h
> COc1ccc(-n2c(O)c(C(C)=NCc3ccco3)c(=O)[nH]c2=O)cc1
    4	0%	0%	-8	-3%	0%	?
> COc1ccc(CNC(=O)C2=C(C)C(=O)OC23CCC(C)CC3)cc1 (centres undefined)
    -5	1%	13%	-5	·	1%	?
> CCOC(=O)C(O)(c1ccc(N)c(OC)c1)C(F)(F)F (centres undefined)
    -1	1%	5%	-17	0%	-5%	2.6µM*
> O=[N+]([O-])/C=C1\CCCCCN1
    -2	6%	-1%	6	37%[activator]	3%	86%[activator]
> CC1=NN(c2ccc(C(=O)OC(C)C)cc2)C(=O)/C1=C\C=C\c1ccco1
    3	0%	4%	12	2.9µM*	0%	?
> C/C(=N/O)c1c(O)c(C)c(-c2ccccc2)n(-c2ccccc2)c1=O
    -4	79%[activator]	0%	10	-6%	-10%	-3%
> CCN(C(=O)Cn1cnc2c1c(=O)n(C)c(=O)n2C)C1CCCCC1
    ·	20%	·	·	65%[activator]	-2%	57%[activator]
> CCOc1ncccc1C(=O)N(CC)CC(=O)Nc1ccc(NC(C)=O)cc1
    -1	-1%	1%	14	7%	-9%	6%
> CN1CCc2c(sc(N)c2C(=O)c2ccc(Cl)cc2)C1
    6	1%	8%	8	?	-7%	4.7µM*
> COc1ccc(C2=NN(C(=O)CSc3ncccn3)C(c3ccc(C)cc3)C2)cc1 (centres undefined)
    -1	-20%	0%	-6	?	29%	?
> Cc1nc(CC(C)C)cc(C(=O)N2CCCC(Nc3ccc(C)c(C)c3)C2)n1 (centres undefined)
    -2	8%	-13%	-5	-7%	-5%	?
> O=C1CCC(C(=O)Nc2cccc(Oc3ccccc3)c2)=NN1
    15*	-5%	3%	16	-15%	0%	?
> Cc1cccc(OCC(=O)N(Cc2ccco2)c2c(N)n(Cc3ccccc3)c(=O)[nH]c2=O)c1
    ·	0%	·	·	?	-5%	?
